Bioassay records: PubChem, National Center for Advancing Translational Sciences (NCATS)
S3 lipid droplet = qHTS Assay for Lipid Storage Modulators in Drosophila S3 Cells | Drosophila S3 cells, BODIPY lipid droplet fluorescence, 18-24 h; cells fed with added oleic acid | Potency in µM for hits, for the others lipid storage change, negative = inhibition, % at the top dose, mostly 46.1 µM | hit rate 0.64% among 320,000 | AID 2685; active = well fitted inhibition curve with a large enough effect in the signal ratio, with a control signal flat, not every such curve was filed as active; inconclusive = small, poorly fitted or top-dose-only effect, or effect the other way, or a change in a side signal; the % refers to the signal ratio
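Drosophila S3 cells loaded with oleic acid (400 uM, as added) and compounds at several concentrations; lipid droplets imaged by 488-nm laser-scanning cytometry, 500–530 nm intensity and object ratio to cell channel. Percent activity normalized to 20 uM Triacsin C.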
S3 lipid droplet cell count max = recorded beside S3 lipid droplet, whose call it bears; cell number change, %; measured here: cell count max response;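 cells counted by Cell Tracker Red CMTPX staining in the red channel; peak over a dose series mostly up to 46.1 µM; percent activity relative to internal control wells on each plate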
* = called active by the depositor; i = inactive; ? = inconclusive; / = no result given; [ ] = dose if it differs, or a comment. % is scaled to controls: 0 for no effect and ±100 for the full control effect; potency is read from the fitted curve at half-maximal effect. These rows are one share of the data; rates above refer to the full screens.

A first look (25 entries):
SMILES | S3 lipid droplet | S3 lipid droplet cell count max
Nc1ccn(CC(=O)N[C@H](CO)Cc2c[nH]c3ccccc23)c(=O)n1 | i | -16
Cc1cccc(NC(=O)CSCC(=O)N=c2sccn2C)c1 | -8%[0.0737 µM] | /
O=C(CSc1ccccc1C(=O)N1CCN(c2ccccc2)CC1)N1CCCC1 | ? | /
Cc1ccc(Cn2c(SCC(=O)Nc3cccc(C)n3)nc3c2c(=O)n(C)c(=O)n3C)cc1 | i | -4
CCSc1nnc(NC(=O)C2CC(=O)N(Cc3ccc(C)cc3)C2)s1 (configuration not stated) | ? | /
C/C(Cn1cnc([N+](=O)[O-])n1)=N/NC(=O)COc1ccccc1Cl | ? | /
C=CCNC(=O)c1onc(CSc2cc(C)cc(C)c2)c1C(=O)NCC=C | 5% | 2
C/C(=N\NC(=O)COc1ccc(C)cc1C(C)C)c1ccc(-n2ccnc2)cc1 | ? | /
Cc1ccc(S(=O)(=O)N(CC(=O)Nc2cccnc2)c2cccc([N+](=O)[O-])c2)cc1 | ? | /
Cc1ccc(S(=O)(=O)Nc2ccc(SC(F)F)cc2)c(C)c1 | ? | /
Cc1cc(C)cc(NC(=O)CSc2ccc(-c3ccccn3)nn2)c1 | -5% | 2
O=c1c2ccccc2c(C=Nc2ccc(S(=O)(=O)Nc3ncccn3)cc2)c(O)n1-c1cccc(Cl)c1 | ? | /
CCOC(=O)c1sc(=S)n(CC)c1NC(=O)C1CC1 | i | 7
Cc1nn(CC(=O)Nc2ccc3c(c2)nc2n3CCOC2)c(=O)c2ccccc12 | i | /
COC(=O)[C@H](CCSC)NS(=O)(=O)c1ccccc1Br | ? | /
O=C(NCc1cccs1)C1CCN(c2nccs2)CC1 | 3% | 4
Nn1cnnc1SCC(=O)Nc1ccc2c(c1)OCCO2 | ? | /
O=C(CSCc1ccc(Cl)cc1)NCc1ccc2c(c1)OCO2 | ? | /
CN(Cc1ccccc1)c1nc2c(c(=O)[nH]c(=O)n2C)n1Cc1ccccc1F | ? | /
O=C(O)c1ccc2c(=O)n3c(nc2c1)/C(=C/c1ccccc1Br)CC3 | ? | /
S=C(NCCc1ccc(Cl)cc1)Nc1ccc(Cl)cc1Cl | ? | /
O=C(CSc1nnc(Cc2cccs2)n1Cc1ccco1)Nc1ccc(Cl)cc1Cl | 27% | -2
O=C(Cc1ccc(Cl)cc1)NCCN1CCCC1 | ? | /
Cc1cc(C)cc(NC(=O)Cn2nnc(C(=O)NCc3cccs3)c2N)c1 | ? | /
CCOC(=O)c1cc2c(N)c(C(=O)c3ccc(Br)cc3)sc2[nH]c1=O | ? | /

This part in full, from the first entry:
SMILES | S3 lipid droplet | S3 lipid droplet cell count max
Nc1ccn(CC(=O)N[C@H](CO)Cc2c[nH]c3ccccc23)c(=O)n1 | i | -16
Cc1cccc(NC(=O)CSCC(=O)N=c2sccn2C)c1 | -8%[0.0737 µM] | /
O=C(CSc1ccccc1C(=O)N1CCN(c2ccccc2)CC1)N1CCCC1 | ? | /
Cc1ccc(Cn2c(SCC(=O)Nc3cccc(C)n3)nc3c2c(=O)n(C)c(=O)n3C)cc1 | i | -4
CCSc1nnc(NC(=O)C2CC(=O)N(Cc3ccc(C)cc3)C2)s1 (configuration not stated) | ? | /
C/C(Cn1cnc([N+](=O)[O-])n1)=N/NC(=O)COc1ccccc1Cl | ? | /
C=CCNC(=O)c1onc(CSc2cc(C)cc(C)c2)c1C(=O)NCC=C | 5% | 2
C/C(=N\NC(=O)COc1ccc(C)cc1C(C)C)c1ccc(-n2ccnc2)cc1 | ? | /
Cc1ccc(S(=O)(=O)N(CC(=O)Nc2cccnc2)c2cccc([N+](=O)[O-])c2)cc1 | ? | /
Cc1ccc(S(=O)(=O)Nc2ccc(SC(F)F)cc2)c(C)c1 | ? | /
Cc1cc(C)cc(NC(=O)CSc2ccc(-c3ccccn3)nn2)c1 | -5% | 2
O=c1c2ccccc2c(C=Nc2ccc(S(=O)(=O)Nc3ncccn3)cc2)c(O)n1-c1cccc(Cl)c1 | ? | /
CCOC(=O)c1sc(=S)n(CC)c1NC(=O)C1CC1 | i | 7
Cc1nn(CC(=O)Nc2ccc3c(c2)nc2n3CCOC2)c(=O)c2ccccc12 | i | /
COC(=O)[C@H](CCSC)NS(=O)(=O)c1ccccc1Br | ? | /
O=C(NCc1cccs1)C1CCN(c2nccs2)CC1 | 3% | 4
Nn1cnnc1SCC(=O)Nc1ccc2c(c1)OCCO2 | ? | /
O=C(CSCc1ccc(Cl)cc1)NCc1ccc2c(c1)OCO2 | ? | /
CN(Cc1ccccc1)c1nc2c(c(=O)[nH]c(=O)n2C)n1Cc1ccccc1F | ? | /
O=C(O)c1ccc2c(=O)n3c(nc2c1)/C(=C/c1ccccc1Br)CC3 | ? | /
S=C(NCCc1ccc(Cl)cc1)Nc1ccc(Cl)cc1Cl | ? | /
O=C(CSc1nnc(Cc2cccs2)n1Cc1ccco1)Nc1ccc(Cl)cc1Cl | 27% | -2
O=C(Cc1ccc(Cl)cc1)NCCN1CCCC1 | ? | /
Cc1cc(C)cc(NC(=O)Cn2nnc(C(=O)NCc3cccs3)c2N)c1 | ? | /
CCOC(=O)c1cc2c(N)c(C(=O)c3ccc(Br)cc3)sc2[nH]c1=O | ? | /
Fc1ccc(CCNC(=S)Nc2ccc(F)c(Cl)c2)cc1 | ? | /
O=C(Nc1nnc(CCc2ccccc2)s1)c1cccs1 | ? | /
O=C(Cc1cccc2ccccc12)Nc1nc(-c2cccc([N+](=O)[O-])c2)cs1 | -2% | -4
Cc1sc(NC(=O)CCCC(=O)O)c(C#N)c1C | ? | /
CNc1ccc(S(=O)(=O)NCC(=O)OCC(=O)Nc2cccc(Cl)c2Cl)cc1[N+](=O)[O-] | 11% | -25
COC(=O)c1ccc(Cn2c(C)cc(C)[n+]2C)o1 | ? | /
Cc1c(/C=C2\NC(=O)NC2=O)c2ccccc2n1C | -2% | -3
CCOc1cccc(/C=N/NC(=S)Nc2cc(S(=O)(=O)N3CCOCC3)ccc2N2CCOCC2)c1O | ? | /
COc1cccc(-c2nc3ccccc3s2)c1O | 1% | 13
COc1cc(/C=C(\NC(=O)c2ccccc2)C(=O)N2CC3CC(C2)c2cccc(=O)n2C3)cc(OC)c1OC (configuration not stated) | ? | /
O=C(CN1C(=O)CCSc2ccc(S(=O)(=O)N3CCCC3)cc21)NCc1ccccc1Cl | ? | /
O=C(c1ccc(Cl)cc1)N1CCN(CCOc2ccccc2)CC1 | 12% | 13
O=C(Cn1cnc([N+](=O)[O-])c1)Nc1ccc(F)c(Cl)c1 | i | -6
O=C(COc1ncnc2ccccc12)NCc1ccco1 | 4% | 19
Cc1ccc(CN=c2c([N+](=O)[O-])nn(-c3ccc(Cl)cc3)n2O)cc1 | -6%[9.22 µM] | -5
Cc1ccc(N2C(=O)CC(N3CCN(S(=O)(=O)c4ccccc4)CC3)C2=O)c(C)c1 (configuration not stated) | ? | /
CC1(C)NC(=O)N(CC(=O)N2CCN(c3cccc(C(F)(F)F)c3)CC2)C1=O | ? | /
O=C(OCC(=O)N1CCN(C(=O)c2ccco2)CC1)c1ccccc1C(=O)c1ccc(Cl)cc1 | ? | /
COC(=O)c1c(NC(=O)CN2CCN(c3ccccc3Cl)CC2)sc(C)c1C | 2% | 1
Cc1ccccc1NS(=O)(=O)c1ccc(C(=O)N2CCN(c3ccccc3O)CC2)cc1 | ? | /
Fc1ccc(-c2nc(-c3cccs3)no2)cc1 | 20% | /
Clc1ccc2[nH]c3c(NCCN4CCOCC4)ncnc3c2c1 | ? | /
Cc1noc(C)c1COc1ccc(C(=O)OCC(=O)c2ccc3c(c2)OCCO3)cc1 | i | 17
CCN1C(=O)[C@H]2[C@@H](c3ccc(-c4ccc(F)cc4)c(OC)c3)N[C@@](CC(C)C)(C(=O)OC)[C@H]2C1=O | ? | /
CCOC(=O)C(C(=O)OCC)C1CS(=O)(=O)CC1C(C(=O)OCC)C(=O)OCC (configuration not stated) | 8% | 6
NS(=O)(=O)c1ccc(CCNC(=O)c2cc([N+](=O)[O-])ccc2N2CCOCC2)cc1 | ? | /
Cc1nc([N+](=O)[O-])c(Br)n1CC(=O)c1ccc(F)cc1 | -3% | -17
CCOC(=O)N1CCC(NC(=O)C2CCN(C(=O)N3CCOc4ccccc43)CC2)CC1 | i | 14
Cc1c(C(=O)Nc2ccncc2)sc2nc(-c3ccccc3)cn12 | ? | /
CCOC(=O)C1=C(C)OC(N)=C(C#N)C1c1cc2c(cc1Br)OCO2 (configuration not stated) | ? | /
Cc1ccc2nc(-c3ccc(-c4cccc(Cl)c4)cc3)c(NCc3ccccc3)n2c1 | ? | /
CSc1nnc(C)c(=O)n1COC(=O)COc1ccccc1C | -6% | -2
CCOc1ccccc1N1CC(C(=O)N2CCc3ccccc32)CC1=O (configuration not stated) | ? | /
Cc1cc(NC(=O)c2noc3c2CCCC3)nn1Cc1ccc(Cl)cc1 | ? | /
CC1(C)CC(=O)C2=C(C1)N(CCN1CCOCC1)C1=C(C(=O)CC(C)(C)C1)C2c1cccc(Cl)c1 | ? | /
Next entries:
SMILES | S3 lipid droplet | S3 lipid droplet cell count max
O=c1[nH]c2ccccc2n1CCCSc1cnc2ccccc2n1 | ? | /
CC(C)(O)C(=O)NNC(=S)Nc1ccc(F)c(Cl)c1 | ? | /
O=C(CCn1ccc2cc(S(=O)(=O)N3CCCC3)ccc21)NCc1cccc(F)c1 | 5% | 19
COc1ccc(N=C(N(C)C)P(=O)(N(C)C)N(C)C)cc1 | 7% | -14
O=C(NN1CCOCC1)c1cccc(Cl)c1 | -2% | 14
COc1cccc(C2=NOC(C(=O)NCc3cccnc3)C2)c1 (configuration not stated) | ? | /
Cc1ccc(NC(=O)C2C3C=CC4(O3)C2C(=O)N(CCCN2CCCC(C)C2)C4C(=O)NC2CCCCC2)cc1 (configuration not stated) | ? | /
Cc1ccc(CN2C(=O)CCC2C(=O)NCCCN2CCC(C)CC2)cc1 (configuration not stated) | ? | /
O=C(NNC(=O)c1cnccc1C(F)(F)F)c1ccc(Cl)cc1 | 3% | 8
CCOC(=O)Nc1ccc2c(c1)nc(CN1CCOCC1)n2C | -14% | /
CN(CC(=O)Nc1ccc(F)cc1)C(=O)COC(=O)/C=C/c1cccs1 | ? | /
CCN(CC)C(=O)c1cc2c(=O)oc3ccccc3c2s1 | -3% | -12
O=C(NCCCn1ccnc1)c1cc2ccccc2o1 | -2% | 20
CC(=O)c1sc(NC(=O)c2ccc(C)c(C)c2)nc1C | ? | /
O=C(COC(=O)CNC(=O)c1ccc(Cl)cc1)Nc1cccc(S(=O)(=O)N2CCCC2)c1 | ? | /
CN1CCN(C(=O)CN(c2ccccc2)S(=O)(=O)N(C)C)CC1 | 15% | /
COCCn1c(NC(=S)NC(=O)C2CC2)cc(=O)[nH]c1=O | ? | /
CSCC(C)N1CCC(n2nccc2NC(=O)c2ccc3c(c2)OCO3)CC1 (configuration not stated) | ? | /
O=C(Nc1cc(N2CCOCC2)ncn1)Nc1cccc2ccccc12 | ? | /
Clc1ccc(CNc2ccccc2NCc2ccc(Cl)nc2)cn1 | -11% | 1
COCCCNC(=S)NNC(=S)Nc1ccccc1 | 7% | 2
CCS(=O)(=O)N1Cc2ccccc2CC1C(=O)Nc1ccc(F)c(F)c1F (configuration not stated) | -15% | 14
N=c1sccn1CC(=O)Nc1ccccc1-c1ccccc1 | ? | /
COc1ccc(NC(C)=O)cc1S(=O)(=O)N1CCN(C(=O)c2ccccc2F)CC1 | -8% | 0
NC(=O)CC(NC(=O)Cc1ccc(Cl)cc1)c1ccc(NC2CCCCCCC2)c([N+](=O)[O-])c1 (configuration not stated) | ? | /
CCOC(=O)C1CCN(C(=O)c2ccc3c(Cl)c4c(nc3c2)CCCC4)CC1 | ? | /
COc1ccccc1OCC(=O)Nc1nonc1NC(=O)COc1ccccc1OC | ? | /
Cc1cc(=O)oc2cc(OCC(=O)NCCCN3CCOCC3)c(Cl)cc12 | i | -16
Cc1ccc(NC(=S)N2CCC(N(C)CC3CCCO3)CC2)c(C)c1 (configuration not stated) | ? | /
CCN=c1sc2ccccc2n1CC(O)COc1ccccc1 (configuration not stated) | ? | /
CCn1c(CCNC(=O)c2ccco2)nc2ccccc21 | 2% | -11
COC(=O)Cn1c(CN(C)Cc2ccccc2)nc2c1c(=O)n(C)c(=O)n2C | ? | /
C/C(CC(=O)Nc1ccc2c(c1)OCO2)=N\NC(=O)c1ccc(N)cc1 | -9% | -10
CC(=O)N(/N=C/c1ccc([N+](=O)[O-])o1)c1nc2ccccc2c(=O)n1-c1ccccc1 | ? | /
O=C(NCCCN1CCOCC1)c1cc(-c2ccc(Cl)cc2)on1 | 1% | 6
O=C(COc1ccc(S(=O)(=O)N2CCOCC2)cc1)N1CCc2ccccc2C1 | -13% | 0
